Assay outcomes (PubChem BioAssay)
ROMK mod: ROMK potassium channel modulators, primary screen, cell-based, thallium flux, MLSMR library; B-score at 10 µM; AID 1918, 2009; Tet-inducible ROMK, thallium flux fluorescence; actives lie on both sides; 2% of 130,000 active;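 active means signal ratio slope over the read window, or its plate-corrected B-score, at least 3 SD from the plate mean, either direction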;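 further: B-score of the F/F0 ratio slope over 7 to 12 s after thallium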
Target sequence (P48048 whole entry, looked up): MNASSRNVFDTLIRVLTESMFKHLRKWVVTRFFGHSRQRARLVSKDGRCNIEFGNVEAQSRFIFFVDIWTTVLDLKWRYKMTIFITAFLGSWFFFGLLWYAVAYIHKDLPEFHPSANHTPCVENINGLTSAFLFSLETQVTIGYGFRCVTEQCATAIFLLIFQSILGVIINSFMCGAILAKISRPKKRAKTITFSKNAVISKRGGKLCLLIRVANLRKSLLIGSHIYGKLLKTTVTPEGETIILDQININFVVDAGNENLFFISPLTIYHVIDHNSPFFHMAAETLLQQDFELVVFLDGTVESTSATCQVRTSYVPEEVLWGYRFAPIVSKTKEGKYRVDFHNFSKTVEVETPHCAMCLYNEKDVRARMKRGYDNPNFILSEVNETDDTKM
FLuc inh counter: firefly luciferase enzyme inhibitors, primary screen, artefact control for luciferase-based inhibitor screens, biochemical, luminescence, ATPLite; Luciferin 4-monooxygenase (Photinus pyralis), P08659; inhibition, % at 10 µM; 10 min; 1.5% of 200,000 active;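 active means inhibition above about 50% when tested at 10 µM, limit read from the data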
Target sequence (P08659 whole entry, looked up): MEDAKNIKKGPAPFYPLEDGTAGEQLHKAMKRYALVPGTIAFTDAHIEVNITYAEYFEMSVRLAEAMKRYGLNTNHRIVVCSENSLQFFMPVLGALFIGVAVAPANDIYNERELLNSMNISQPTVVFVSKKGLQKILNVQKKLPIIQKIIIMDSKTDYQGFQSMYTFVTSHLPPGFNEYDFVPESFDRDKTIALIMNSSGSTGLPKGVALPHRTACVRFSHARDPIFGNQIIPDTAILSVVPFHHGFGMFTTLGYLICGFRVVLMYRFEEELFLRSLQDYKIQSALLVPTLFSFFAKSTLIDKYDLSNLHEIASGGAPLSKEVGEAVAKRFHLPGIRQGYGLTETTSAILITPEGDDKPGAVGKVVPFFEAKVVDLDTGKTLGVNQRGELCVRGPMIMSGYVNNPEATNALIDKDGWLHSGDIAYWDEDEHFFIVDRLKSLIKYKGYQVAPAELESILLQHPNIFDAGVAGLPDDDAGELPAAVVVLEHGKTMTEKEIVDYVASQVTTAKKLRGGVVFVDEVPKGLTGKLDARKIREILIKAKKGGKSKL
APP 5UTR inh: inhibitors of APP translation via 5'UTR reporter, primary screen, APP 5'UTR luciferase, SH-SY5Y cells. SH-SY5Y APP 5'UTR-luciferase reporter, luminescence. inhibition, % at 2 µM. 0.82% of 190,000 active;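 active means inhibition above a set limit, derived from the sample mean plus 3 SD, cut at about 45% in these data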; further: values of inactives mirror those of a sister screen read the other way
STAT1 blocker: STAT1 signaling inhibitors, primary screen, cell-based, HTS, luciferase reporter; inhibition, % at 5.5 µM; 0.35% of 200,000 active; NIH 3T3 STAT1-luciferase reporter, IFN-gamma, luminescence;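 active means inhibition above a set limit, the mean inhibition across all tested compounds plus 3 SD, cut at about 34% in these data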;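 further: 0% = IFN-gamma with DMSO and 100% = IFN-gamma with 300 µM nifuroxazide; values of inactives mirror those of a sister screen read the other way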
APP 5'UTR act: activators of APP 5'UTR luciferase reporter, primary screen, SH-SY5Y cells; 1% of 190,000 active; activation, % at 2 µM; AID 1276, 2008; SH-SY5Y APP 5'UTR luciferase reporter, luminescence; zero percent = DMSO vehicle wells;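 active means activation above a set limit, based on mean plus 3 SD of controls, cut at about 140% in these data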; further: values of inactives mirror those of a sister screen read the other way
FLuc stim CS: FLuc activators, initial screening, artefact control for FLuc-dependent activation tests, biochemical, ATPlite luminescence; 200,000 tested, under 10 active; Luciferin 4-monooxygenase (Photinus pyralis), P08659; activation factor at 10 µM; ATPlite luciferase biochemical, 10 min; 0 = ATP-free wells, 1 = DMSO control; AID 1027, 2008;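 active means luciferase activation factor, scaled between plate controls, of at least 2 with compound at 10 µM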
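Material: Luciferase/luciferin reagent mix | Doses: Test compounds dosed from 2 mM stocks in 100% DMSO | Timing: 10 min incubation after luciferase reagent addition, room temperature | Measured by: Luminescence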
NF-kB expr up: activators of NF-kB expression in neurons, primary screen, cell-based, HTS; fold change at 12.5 µM; 1.6% of 190,000 active; human neuronal cells, NF-kB reporter expression; stronger effect = higher value; AID 1239, 2008; in the data active means fold change above about 3.3
STAT1 activator: STAT1 signaling activators, primary screen, cell-based, HTS, luciferase reporter. activation (% of control), % at 5.5 µM. AID 932, 2007. NIH 3T3 STAT1-luciferase reporter, IFN-gamma, luminescence; 100% = IFN-gamma alone, no compound. 2.6% of 200,000 active;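 active means activation above the screen-wide mean activation plus 3 SD, cut at about 130% in these data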;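 further: raw ratio to IFN-gamma control signal so 100% means no change and 0% no light; values of inactives mirror those of a sister screen read the other way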
STAT3 act: IL-6 driven STAT3 reporter potentiators, primary screen, U3A cells, luciferase, luminescence, MLSCN library; activation (% of control), % at 5.6 µM; 0.91% of 190,000 active; IL-6 STAT3-luciferase reporter; 100% = signal with IL-6 EC80 alone;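 active means activation above the screen-wide mean of compound activation plus 3 SD, cut at about 130% in these data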;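 further: 0% = background luminescence of wells with medium and substrate only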
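Test system: Human STAT1-deficient U3A cells with stable STAT3-luciferase reporter | Also added: Interleukin-6, 33 ng/mL | Timing: Compound pre-incubation 1 h before IL-6, then 6 h stimulation at 37 °C | Technique: Luciferase reporter luminescence | Read-out: Percent of IL-6-only median luminescence | Benchmarks: IL-6-only wells as 100% reference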
STAT3 inh: IL-6 driven STAT3 reporter inhibitors, primary screen, U3A cells, luciferase, luminescence, MLSCN library | IL-6 STAT3-luciferase reporter; host cell line lacks STAT1 | inhibition, % at 5.5 µM | 0.89% of 190,000 active | AID 862, 2007;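 active means inhibition above the mean inhibition across all screened compounds plus 3 SD, cut at about 44% in these data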;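 further: 0% = DMSO only wells and 100% = 100 µM nifuroxazide control wells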
Numbers without * were called inactive; . = not tested or not shown.

Order of values – STAT3 act	FLuc stim CS	STAT1 blocker	STAT3 inh	NF-kB expr up	FLuc inh counter	ROMK mod	STAT1 activator	APP 5UTR inh	APP 5'UTR act
> O=C(COC(=O)c1ccc2ncsc2c1)Nc1ncc(Cl)cc1Cl
  102	1	6	2	1.4	-5	-1.4	94	-5	5
> CCOc1ccc(/C=C/C(=O)c2ccc(-c3ccccc3)cc2)cc1
  92	1	4	10	0.87	0	1.1	97	-11	11
> CCN(CC)c1ccc(NC2=C(Cl)C(=O)c3ccccc3C2=O)cc1
  111	0.9	-29	-15	1.2	14	.	126	96*	-95
> O=C(CCc1nc(-c2ccccc2F)no1)NCCN1CCc2ccccc2C1
  106	1.1	-4	-6	1.1	-5	.	104	6	-6
> CC(CCc1ccccc1)NCC(O)c1cccc([N+](=O)[O-])c1 (stereo unspecified)
  103	1	-3	2	0.73	0	-1.6	101	9	-9
> c1ccc(C2CC(c3cccs3)Nc3nnnn32)cc1 (stereo unspecified)
  102	1	2	0	0.97	-3	-0.31	97	-18	19
> CCOC(=O)c1nccnc1C(=O)Nc1cccc(C(F)(F)F)c1
  100	1.1	-2	10	1.1	-6	0.67	100	-17	17
> CC(C)c1ccccc1-n1c(SCc2cc(=O)oc3ccc4ccccc4c23)nnc1-c1cccnc1
  103	1	0	-4	0.64	1	.	100	3	-3
> O=[N+]([O-])c1ccccc1Nc1c2ccccc2nc2ccccc12
  87	1	10	20	1.1	-3	0.3	91	15	-15
> COc1cc(OC)c(OC)cc1CN(C)C(c1ccccc1)c1nnnn1-c1ccccc1C (stereo unspecified)
  98	1.1	7	3	1.2	-7	.	94	-16	16
> Cc1ccc(S(=O)(=O)N2CCN(c3ccc(C(F)(F)F)cc3[N+](=O)[O-])CC2)cc1
  92	1	8	8	0.77	-3	.	93	-6	6
> CCOC(=O)C1(c2nc(N)cs2)COC(=O)C1 (stereo unspecified)
  100	1.1	-2	5	0.99	-8	0.85	100	-15	15
> COc1cccc(Cn2cnc3c(N)c(C)c(C)cc32)c1
  99	1	-6	2	1.1	-4	-1.4	104	-4	4
> COC(=O)c1ccc(CS(=O)(=O)c2ccc(C)cc2)cc1
  94	1	0	11	1	-2	2	100	3	-3
> CCC(C)NC(=S)N1CCN(Cc2ccccc2)CC1 (stereo unspecified)
  105	1	6	-4	1.1	2	-0.99	93	-20	20
> COC(=O)c1ccccc1NC(=O)NC1CCN(Cc2ccccc2)CC1
  101	1.1	-4	3	1	-7	.	104	9	-9
> CCOC(=O)c1cn2ccc(C)cc2n1
  103	1	-14	-1	1.5	4	0.19	111	-28	28
> Cc1cc(-c2ccccc2)oc(=O)c1NC(=O)c1ccccc1
  103	1	-13	6	1.3	-4	0.86	110	9	-9
> COc1ccc2[nH]c(=O)c(C(c3nnnn3C3CCCCC3)N3CCN(C)CC3)cc2c1 (stereo unspecified)
  97	1	-2	8	1.1	-2	-1.7	100	2	-2
> O=C(/C=C/c1ccc(F)cc1)NCc1cccs1
  107	0.9	-22	-11	1.8	8	-0.0009	120	-17	17
> O=C(c1cccc(Cl)c1)N1CCN(C(=O)c2ccccc2F)CC1
  99	1	4	4	1.2	-2	-0.64	96	-11	11
> O=C(COc1ccc(/C=N/NS(=O)(=O)c2ccccc2)cc1)Nc1ccccc1
  106	1	-2	-7	1.5	2	.	102	-14	14
> CN=C(Nc1cc(Cl)ccc1Cl)SC1CC(=O)N(c2ccc(C(=O)OC)cc2)C1=O (stereo unspecified)
  105	1.1	4	4	0.93	-7	.	100	4	-4
> CCCN1CCN(CCCNC(=O)C2CCCN(c3nc4ccc(OCC)cc4s3)C2)CC1 (stereo unspecified)
  102	1	1	2	1.4	-2	.	99	-31	31
> COc1ccc(CNC(=O)C2CC(=O)N(c3ccc(OCC(=O)N4CCCCC4)cc3)C2)cc1 (stereo unspecified)
  101	1	-2	2	1.2	2	.	102	5	-5
> CCc1ccccc1NC(=S)NC1CC2CCCC(C1)N2Cc1cccs1 (stereo unspecified)
  91	1.1	4	16	1.4	-9	.	97	.	.
> Cc1[nH]c2ccccc2c1CCNC(=O)c1c(N)no[n+]1[O-]
  99	1.1	2	8	1.1	-5	0.13	98	14	-14
> CCC(C)/C(C)=N/NC(=O)CNS(=O)(=O)c1ccc([N+](=O)[O-])cc1 (stereo unspecified)
  107	1	2	4	1.1	-4	0.97	98	-12	13
> CCOc1ccc(C(C)(O)CN2CCOCC2)cc1 (stereo unspecified)
  100	1.1	1	1	1.1	-8	.	99	-10	10
> COC(=O)C1=C(C)NC(=O)NC1c1ccc(-c2ccccc2Cl)o1 (stereo unspecified)
  109	1	7	-6	0.89	0	0.59	90	-7	7
> O=C1C2CC=CCC2C(=O)N1c1nc2n(n1)C(c1ccccc1)CC(c1ccccc1)N2 (stereo unspecified)
  103	1.1	-9	-1	0.95	-8	.	108	2	-1
> Cn1cccc1C(=O)C(=O)Nc1cccc(Cl)c1Cl
  157*	0.9	-53	-71	3.6*	7	.	147*	-35	35
> CCc1cc(/C(Cc2ccccn2)=N\Nc2ccccc2)c(O)cc1O
  104	1	-3	-2	1.2	-4	0.17	104	-4	4
> O=C(CSc1cnc2ccccc2n1)c1ccc(F)cc1
  52	0.9	-17	58*	4.1*	8	-1.4	115	-189	189*
> COc1cccc(-c2cc(C(=O)Nc3cc(C)nn3-c3ccccc3)no2)c1
  96	1	-4	12	1.4	1	0.37	104	-7	7
> O=C1CN(S(=O)(=O)c2ccccc2)c2ccccc2N1
  98	1	5	8	1.2	-4	0.52	95	20	-20
> Cc1[nH]nc(SCC(=O)NCc2ccccc2)c1[N+](=O)[O-]
  100	1	11	-3	1.1	5	-2.3*	90	14	-14
> Cc1ccccc1NC(=S)NC(C)C(c1cccs1)N1CCOCC1 (stereo unspecified)
  97	1.1	2	3	0.89	-5	-0.41	98	22	-22
> CCOC(=O)c1ccc2c(c1)N(CC)/C(=C\C=C1/SC(=S)N(CC)C1=O)N2CC
  91	.	6	14	.	.	.	91	25	-25
> COc1ccccc1C(C)NCC(=O)NCC(=O)Nc1ccc(F)c(F)c1F (stereo unspecified)
  108	1.1	4	-4	1.1	-8	-2.1	97	-12	12

Laid out differently: 2 of the compounds above
Structure | STAT3 act | FLuc stim CS | STAT1 blocker | STAT3 inh | NF-kB expr up | FLuc inh counter | ROMK mod | STAT1 activator | APP 5UTR inh | APP 5'UTR act
O=C1CN(S(=O)(=O)c2ccccc2)c2ccccc2N1 | 98 | 1 | 5 | 8 | 1.2 | -4 | 0.52 | 95 | 20 | -20
O=C1C2CC=CCC2C(=O)N1c1nc2n(n1)C(c1ccccc1)CC(c1ccccc1)N2 (stereo unspecified) | 103 | 1.1 | -9 | -1 | 0.95 | -8 | . | 108 | 2 | -1

The list goes on.
Order of values – STAT3 act	FLuc stim CS	STAT1 blocker	STAT3 inh	NF-kB expr up	FLuc inh counter	ROMK mod	STAT1 activator	APP 5UTR inh	APP 5'UTR act
> COC(=O)C1=C(C)N(C)C(=O)/C1=C\c1ccco1
  129	1	5	-30	1.3	-2	-0.62	95	17	-17
> Cc1cc(C(F)F)n2nc(C(=O)Nc3ccccc3F)nc2n1
  87	1	-10	18	0.96	-1	0.11	109	-13	13
> COCC(=O)N1CCC(Oc2ccc(C(=O)NCc3cnc(C)cn3)cc2)CC1
  101	1	-6	10	1.2	-4	1.3	105	-26	26
> CCCN1C2=NCCCN2c2ccccc21
  91	1	4	15	1.6	-2	.	96	3	-3
> S=c1[nH]ccn1Cc1ccccc1
  104	1	-4	-3	1.1	4	-0.18	101	2	-2
> CSc1nnc(-c2sccc2-n2cccc2)o1
  92	1	-6	12	1.2	-4	0.15	104	12	-12
> CCN1CCN(c2nc(N)c([N+](=O)[O-])c(Nc3ccc(C)cc3)n2)CC1
  109	1.1	-13	-7	1.1	-8	-0.78	111	-5	5
> C[N+](C)(CC#N)C/C=C\c1ccccc1
  106	1.1	-10	-5	1.2	-8	0	110	-5	5
> Cc1nc(SCC(=O)NC(=O)NCCC(C)C)c2c(-c3cccs3)csc2n1
  98	1	0	-2	0.91	4	.	100	2	-2
> O=C1CCC2(C(=O)O)Sc3ccccc3N12 (stereo unspecified)
  104	1.1	6	-4	1.1	-6	0.77	94	-14	14
> O=C(CSc1nnnn1-c1cccnc1)NCc1cccs1
  100	1.1	-8	2	1.2	-8	1.5	108	-8	8
> O=C(Cn1ccc([N+](=O)[O-])n1)N1CCCCCC1
  102	1	-2	2	1.2	-3	.	101	9	-9
> CNC(=O)c1sc(=S)n(-c2ccc(OC)cc2)c1N
  104	1.1	-12	1	0.96	-5	0.18	110	3	-3
> Cc1ccc(CNC(C)(C)CO)cc1
  92	1	16	10	1.2	0	-0.038	86	-1	1
> COC(=O)C1CCN(C(=O)N2CCOCC2)CC1
  99	1.1	-6	5	1	-6	1.3	105	-1	1
> CCOC(=O)c1cnc2ccc(C(=O)OC)cc2c1Nc1ccc(C(=O)O)cc1
  111	1.1	-5	-11	1.2	-7	-0.0097	103	-11	11
> O=C(Nc1nncs1)C(Sc1ccccc1)c1ccccc1 (stereo unspecified)
  102	1	-5	0	0.89	-4	.	104	5	-5
> Cc1ccc(S(=O)(=O)N2CCCCC2)cc1NC(=O)CSc1nncn1-c1ccccc1
  105	1.1	1	-1	0.82	-8	1.1	97	-24	24
> Cc1nn(Cc2ccc(F)cc2)c(C)c1NC(=O)C1c2ccccc2Oc2ccccc21
  101	1	7	-2	1.1	-3	.	94	8	-7
> CCN(CC)S(=O)(=O)c1cccc(C(=O)OCC(=O)c2ccc3c(c2)NC(=O)CO3)c1
  100	1.1	-2	8	1.1	-6	.	102	2	-2
> COc1cccc(C2CC(c3cccs3)=NN2C(=O)CSc2nc3ccccc3s2)c1OC (stereo unspecified)
  93	1	10	7	0.79	-3	.	91	6	-6
> CC(C)=CCN1CCNC(=O)C1CC(=O)NCc1nc(C)c(C)s1 (stereo unspecified)
  108	1	-2	-4	1.4	-1	1.5	100	-28	28
> CCCCn1nnnc1SCC(=O)Nc1ccc(F)cc1
  97	1.1	2	9	1.2	-5	.	98	-5	5
> O=C(c1ccccc1Br)N1CCC(c2nc3ccccc3s2)CC1
  94	1.1	0	13	1.1	-8	0.61	99	-5	5
> CCc1nc(NCCN)c(C#N)c2c1CSC(C)(C)C2
  104	1	0	2	1.1	4	-0.5	100	-1	1
> COCCOc1cc(NC(=O)CS(=O)CC(=O)N(C)C)c(Cl)cc1Cl (stereo unspecified)
  98	1	-11	8	0.96	-2	-0.27	108	-18	18
> Cn1nnnc1SCC(=O)Nc1ccccc1C(N)=O
  93	1	-1	8	1.2	0	.	101	5	-5

An unsorted share of the library; overall some 7.1% were active at least once.
